Assay outcomes from PubChem.
CCT modulator – High-Throughput Screening for Modulators of Cytosolic Chaperonin Activity | 360,000 tested, 0.3% active | activity change, % (concentration not given with the values), hits read low | purified chaperonin ATPase assay, HTRF ADP detection, 30 min; in the data active means activity change below about -30%; further: on the % scale 0 is the no-effect control and ±100 the full control effect
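First, chaperonin was dispensed at 40 nM or 20 nM final depending on batch activity. Next, compounds were pinned at 76 uM and ATP added at 10 uM. After 30 min at 37 °C, ADP detection reagents ran 30 min at ambient temperature.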
EPAC1 agonist – qHTS for Agonist of cAMP-regulated guanine nucleotide exchange factor 3 (EPAC1): primary screen; Potency, µM (titrated, usually from 154 µM), for inactives: top-dose activation, hits mostly activators; Rap guanine nucleotide exchange factor 3 (Homo sapiens), O95398; EPAC1 agonist qHTS, biochemical assay; response scale: 100% = response to 6.5 mM cAMP; 360,000 tested, 0.073% active; further: potency means the concentration at half of the fitted maximal effect; nearly all actives have a fitted effect of over 60% in size
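Compounds were pinned as a concentration titration into mixtures of EPAC1 (100 nM), BODIPY-GDP-loaded Rap1B (250 nM) and GDP (50 uM). After 5 min at room temperature, fluorescence was followed for 30 min; activity was scaled to 6.5 mM cAMP.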
WRN helicase inh – qHTS for Inhibitors of WRN Helicase | WRN helicase unwinding, fluorescent forked duplex, kinetic | Potency, µM (series often up to 114 µM), for the others: top-dose activity change, negative = inhibition, usual class: inhibitors | 360,000 tested, 0.46% active | AID 651768, 2012; further: potency means the concentration at half of the fitted maximal effect; on the % scale 0 is the no-effect control and ±100 the full control effect; nearly all actives have a fitted effect of over 55% in size
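Kinetic red-fluorescence monitoring (525/598 nm) tracks WRN helicase activity after 100 nM fluorophore-quencher forked duplex and 2 mM ATP are added to 20 nM enzyme pretreated 15 min at room temperature with compound.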
EPAC1 antag – qHTS for Antagonist of cAMP-regulated guanine nucleotide exchange factor 3 (EPAC1): primary screen | Rap guanine nucleotide exchange factor 3 (Homo sapiens), O95398 | EPAC1 GEF assay, Rap1b-BODIPY-GDP exchange fluorescence | Potency, µM (top dose mostly 115 µM), inactives show at the top dose activity change, negative = inhibition, hits mostly inhibitors | 360,000 tested, 0.14% active;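 further: potency means the concentration at half of the fitted maximal effect; plate controls were vehicle for no effect and positive control for full effect; nearly all actives have a fitted effect of over 50% in size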
PI5P4K alpha inh – qHTS for Inhibitors of phosphatidylinositol 5-phosphate 4-kinase (PI5P4K) | PI5P4Kalpha enzyme, ADP-Glo luminescence, 60 min; hits give low values | 330,000 tested, 1.2% active | Phosphatidylinositol 5-phosphate 4-kinase type-2 alpha (Homo sapiens), P48426 | max response, %; active means max response of -50% or lower; inconclusive means between -30% and -50%; inactive means -30% or higher; further: value at the top dose of about 77 µM; on the % scale 0 is the no-effect control and ±100 the full control effect
Target sequence (P48426 whole entry, looked up): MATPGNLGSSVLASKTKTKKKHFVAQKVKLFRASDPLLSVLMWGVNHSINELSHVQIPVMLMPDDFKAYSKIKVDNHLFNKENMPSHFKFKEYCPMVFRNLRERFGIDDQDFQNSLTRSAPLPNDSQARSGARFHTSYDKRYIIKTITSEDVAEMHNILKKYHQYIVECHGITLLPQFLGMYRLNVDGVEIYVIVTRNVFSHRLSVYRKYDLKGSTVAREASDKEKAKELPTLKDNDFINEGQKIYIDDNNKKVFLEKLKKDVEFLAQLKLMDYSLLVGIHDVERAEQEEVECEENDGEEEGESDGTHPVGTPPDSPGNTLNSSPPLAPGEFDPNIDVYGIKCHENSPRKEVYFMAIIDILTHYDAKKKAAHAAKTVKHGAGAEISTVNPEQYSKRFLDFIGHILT
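Luminescence from ADP-Glo served as readout of PI5P4Kalpha activity in a qHTS format. Reaction: enzyme, substrate, compound, ATP at 5 microM final, 60 min at RT.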
IL2 activator – qHTS of IL-2 Activators; IL-2 activation reporter assay, cell-based qHTS; stimulated with anti-CD3/CD4/CD28 beads; in transgenic mouse T cells; activation, % (series mostly up to about 46 µM); 360,000 tested, 0.065% active; in the data active means activation above about 50%; inconclusive means mostly about 30% to 49%; further: 0% is about no effect
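First, unstimulated transgenic mouse T cells were exposed to compound for 60 min. Next, anti-CD3/anti-CD4-coated beads with anti-CD28 were added. Finally, after 18 h at 37 degrees C, EGFP and DsRed were imaged.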
EPAC2 ag – qHTS for Agonist of cAMP-regulated guanine nucleotide exchange factor 4 (EPAC2): primary screen. Rap guanine nucleotide exchange factor 4 (Homo sapiens), Q8WZA2. EPAC2 activation, biochemical qHTS; response scale: 100% = 6.5 mM cAMP response. Potency, µM (titrated, usually from 154 µM), without a hit: at the top dose activation, most hits filed as activators. 360,000 tested, 0.079% active. AID 720711, 2013; further: potency means the concentration at half of the fitted maximal effect; nearly all actives have a fitted effect of over 50% in size
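Compounds were added across a concentration range to EPAC2 (100 nM), RAP1B-BODIPY-GDP (250 nM) and GDP (50 uM). After 5 min at room temperature, fluorescence was recorded at 5-min intervals for 30 min.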
PLK1 PBD inh – qHTS for Inhibitors of PLK1-PDB (polo-like kinase 1 - polo-box domain): Primary Screen. Serine/threonine-protein kinase PLK1 (Homo sapiens), P53350. Plk1 PBD binding of FITC phosphopeptide, fluorescence polarization. Potency, µM, without a hit: max response, negative = inhibition, actives largely listed as inhibitors. 360,000 tested, 2.8% active. AID 720504, 2013; further: potency means the concentration at half of the fitted maximal effect; series mostly up to about 57 µM; on the % scale 0 is the no-effect control and ±100 the full control effect; nearly all actives have a fitted effect of over 65% in size
Target sequence (P53350 whole entry, looked up, the tested form may be a part): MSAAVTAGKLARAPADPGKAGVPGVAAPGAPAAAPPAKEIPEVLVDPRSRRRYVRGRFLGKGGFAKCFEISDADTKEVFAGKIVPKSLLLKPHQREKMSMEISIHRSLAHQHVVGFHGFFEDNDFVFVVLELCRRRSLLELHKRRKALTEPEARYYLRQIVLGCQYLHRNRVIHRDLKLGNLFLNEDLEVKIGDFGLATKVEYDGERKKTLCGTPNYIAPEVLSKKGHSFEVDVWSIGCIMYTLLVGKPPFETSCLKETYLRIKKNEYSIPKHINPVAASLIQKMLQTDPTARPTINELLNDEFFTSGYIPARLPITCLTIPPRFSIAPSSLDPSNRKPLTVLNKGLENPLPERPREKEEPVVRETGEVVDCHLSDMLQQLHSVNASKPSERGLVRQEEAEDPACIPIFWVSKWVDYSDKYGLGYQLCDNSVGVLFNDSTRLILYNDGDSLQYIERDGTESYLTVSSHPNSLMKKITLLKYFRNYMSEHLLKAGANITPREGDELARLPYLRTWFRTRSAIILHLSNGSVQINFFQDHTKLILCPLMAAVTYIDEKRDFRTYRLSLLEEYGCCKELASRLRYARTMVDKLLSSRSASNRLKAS
Active calls of the source: *; ? = inconclusive; . = no result given; & = joins results of further samples; [ ] = remark or other dose. Unless noted, the call rests on the fitted dose curve; in most records, active means well fitted curve in the direction sought with a large enough effect; inconclusive means small, poorly fitted or top-dose-only effect, or another doubt; inactive means no such curve, though single readings can be large; an effect the other way counts as inactive or inconclusive. This is a subset; count on the stated rates, not on these rows.

SMILES	CCT modulator	EPAC1 agonist	WRN helicase inh	EPAC1 antag	PI5P4K alpha inh	IL2 activator	EPAC2 ag	PLK1 PBD inh
CC(C)C(OC(=O)c1ccco1)C(=O)NCc1ccco1 (stereo not drawn)	-3.1	5%	-10%	-1%	-17	-0.5	0%	27µM*
Cc1ccc(N2C(=O)NC(=O)/C(=C\c3cnc(-c4ccccc4)nc3)C2=O)cc1	-1.8	6%	?	-5%	?	16	20%	8.4µM*
O=C(NC12CC3CC(CC(C3)C1)C2)OC1CN2CCC1CC2 (stereo not drawn)	-1.5	6%	6%	-9%	8	-0.5	2%	-5%
COc1ccc(C2=NCc3nnc(C)n3-c3ccc(Cl)cc32)cc1Cl	1.5	-3%	3%	-2%	0	2.3	-5%	-2%
CN1CCN(c2nc3ccccn3c(=O)c2C=C2C(=O)N(C)C(=O)N(C)C2=O)CC1	-2.8	4%	-10%	-9%	1	-0.5	-7%	-14%
Cc1cccc(N2C(=O)NC(=O)/C(=C\c3ccc4c(c3)CCCN4Cc3ccccc3)C2=O)c1	0.3	-1%	237%[activator][57.1 µM]	-16%	?	-1.3	22%	?
COC(=O)C1=C(c2ccc(OC(F)(F)F)cc2)C[C@@H]2CC[C@H]1N2C(=O)NCCO	-3.4	-8%	-5%	-20%	-1	0.1	-1%	0%
CCCCn1c(=O)c(C(=O)Nc2ccsc2C(=O)OC)c(O)c2ccccc21	-1.1	-1%	-14%	-23%	3	-0.2	-9%	-8%
O=C(c1cn(Cc2ccccc2F)c2ncccc12)C(F)(F)F	-36*	-12%	9%	-25%	3	-4.5	10%	3%
O=C1NC(=O)N(c2ccc(Br)cc2)C(=O)/C1=C/c1ccsc1	-0.9	0%	1%	-19%	-28	-2.6	-2%	4.7µM*
Clc1ccc2nc3c(c(-c4ccccc4)c2c1)CNCC3	-1.3	2%	9%	-4%	8	-0.6	-1%	-14%
Cc1ccc(CN2C(=O)CN=C(c3ccccc3)c3ccccc32)cc1	-2.9	11%	-2%	-5%	0	0.0	15%	-5%
CNC1(c2ccc(F)cc2)CCCCC1	0.9	5%	3%	-1%	3	-3.9	1%	-10%
CNC(=O)NC(O)C(Cl)(Cl)Cl (stereo not drawn)	-4.2	9%	6%	-2%	0	-1.7	16%	-6%
Cc1ccc2c(c1)C1CN(C)CCC1N2C(=O)Cc1cccs1 (stereo not drawn)	0.4	3%	-6%	3%	.	0.3	10%	-13%
CC1CC=CCC12C(=O)NC(=S)NC2=O (stereo not drawn)	-0.8	-4%	2%	8%	7	0.5	4%	2%
COc1ccc(C(=O)C2CCCN(C3CSCCSC3)C2)c(OC)c1 (stereo not drawn)	-1.6	6%	0%	2%	0	-3.0	1%	0%
O=C(Cc1ccccc1)N1CCN(Cc2ccc(F)cc2)CC1	1.0	13%	1%	-16%	11	-0.5	5%	-1%
Cc1nn(-c2ccccc2)c(Cl)c1C1C(C#N)=C(N)Oc2c1c(=O)oc1ccccc21 (stereo not drawn)	-5.5	0%	-9%	1%	-15	-0.5	9%	0%
COc1ccc(CC(=O)N2CCN(C)CC2)cc1	-5.3	2%	-13%	-11%	.	-0.6	5%	-5%
CCOc1ccc(Cl)cc1CNCCc1ccc(F)cc1	-1.0	2%	2%	8%	0	0.1	7%	-1%
Cc1ccc(S(=O)(=O)NC(CC(=O)N2CCC3(CC2)OCCO3)c2ccco2)cc1 (stereo not drawn)	-1.9	16%	-23%	0%	0	-0.3	5%	3%&-10%
COc1ccc(CN2Cc3cnnn3-c3ccccc3C2C)cc1 (stereo not drawn)	-2.0	5%	1%	-4%	4	-0.3	10%	-7%
COc1ccc(C(c2nnnn2-c2c(C)cccc2C)N2CCC3(CC2)C(=O)NCN3c2ccccc2)cc1 (stereo not drawn)	0.1	13%	-5%	4%	6	-0.7	21%	-10%
COC(=O)C1=C(c2ccc(C(C)=O)cc2)C[C@@H]2CC[C@H]1N2C(=O)N1CCOCC1	-5.3	7%	5%	3%	-3	2.8	8%	-9%
Cc1cc(=O)[nH]c(SCc2nc3ccccc3c(=O)n2-c2ccccc2C)n1	-6.3	7%	8%	-10%	-8	0.1	-5%	-17%
Cc1nn(Cc2ccccc2)c(Cl)c1C(=O)OCC(=O)Nc1cccc2ccccc12	-0.9	-1%	1%	-10%	-9	0.8	-6%	-8%
C[N+](C)(C)CC1CCCc2ccccc2C1=O (stereo not drawn)	1.5	-2%	-14%	-10%	-5	-0.4	5%	-5%
CCN1C(=O)/C(=C/c2ccc3c(c2)CCN3CCCCl)C(=O)NC1=S	-4.8	-3%	-32%[11.6 µM]	-4%	-73*	-0.6	-9%	1.5µM*
O=C(O)C1C2CCC(O2)C1C(=O)Nc1ccc(F)c(F)c1 (stereo not drawn)	0.1	10%	16%	-7%	-5	0.0	3%	8%
O=c1c2ccccc2nc(-c2ccccc2F)n1-c1ccccc1	0.2	7%	6%	-6%	4	-0.9	6%	-9%
O=C1NC(=O)C(=Cc2ccc(N3CCN(C(=O)c4ccccc4)CC3)c([N+](=O)[O-])c2)C(=O)N1	-3.2	2%	?	-26%	-62*	0.2	12%	6.7µM*
O=C1/C(=C\c2cc3c(cc2Br)OCO3)N2CCC1CC2	0.1	-7%	-16%	5%	19	-0.4	-6%	-1%
CCOCCc1c(O)[nH]c(=S)[nH]c1=O	-0.1	6%	-15%	21%	?	-0.7	1%	-16%
O=c1cccc2n1CC1CC2CN(c2ncnc3c2cnn3-c2ccccc2)C1 (stereo not drawn)	-3.3	-2%	9%	5%	-1	-4.6	1%	-9%
CCOc1ccc2nc(N3CCC(C(=O)N4CCC5(CC4)OCCO5)CC3)sc2c1	-1.4	1%	-3%	-2%	.	-2.6	9%	-11%
COC(=O)CSC1=NP(=S)(SCC(=O)OC)N2CCCC2=C1C#N (stereo not drawn)	0.8	-6%	7%[57.1 µM]	-21%	-11	-0.3	0%	-13%
CC(C)c1ccc(N2C(=O)CC(=O)NC2=O)cc1	-2.0	7%	-7%	-25%	-13	-0.3	9%	-17%
Cc1ccnc(NC(=O)CCCc2ccc(N(CCCl)CCCl)cc2)n1	-0.9	8%	-32%	-10%	-2	0.3	6%	-11%
COC(=O)C1=C(c2ccc(F)cc2OCc2ccccc2)C[C@@H]2CC[C@H]1N2C(=O)NCCOc1ccc(OC)cc1	0.0	-8%	-11%	4%	9	-4.3	12%	3%
CN(C)C(=O)Oc1cccc(NC(=O)c2ccccc2C(F)(F)F)c1	-1.1	6%	7%	27%	1	0.5	11%	-18%
O=c1c2ccccc2nc(CN2CCCCCC2)n1-c1ccc(F)cc1	-1.0	2%	-8%	-7%	.	-1.8	16%	-21%
CC(NCc1ccc(Cl)cc1Cl)C(O)c1ccccc1 (stereo not drawn)	-1.7	8%	-6%	-1%	.	-0.8	12%	-7%
O=C(CCn1nc(-c2ccc(Cl)cc2)ccc1=O)N1CCC2(CC1)OCCO2	0.7	-1%	0%	-2%	-5	0.2	-6%	0%
COc1cc(OC)c([C@H]2C=C(C)[C@H]3C[C@@H]2C3(C)C)c(OC)c1	-1.1	-7%	-9%	-14%	55	-2.6	3%	-12%
CCCCC(CC)COCCCN=Cc1c(O)[nH]c(=S)[nH]c1=O (stereo not drawn)	0.3	-10%	3%	1%	-16	0.2	3%	-1%
O=c1[nH]c(=O)n(Cc2ccc(F)cc2)c(O)c1C=NCCCO	-1.4	8%	0%	1%	.	-2.6	11%	-2%
COc1ccc(CN2CCNCC2)c(OC)c1OC	-1.5&-2.4	-14%&-23%	-2%&5%	-18%&3%	-3&0	0.3&-0.2	6%&2%	-1%&-8%
O=C1NCN(c2ccccc2)C12CCN(C(c1ccccc1OC(F)(F)F)c1nnnn1Cc1ccccc1)CC2 (stereo not drawn)	0.0	12%	-9%	17%	7	-0.8	-6%	-1%
Oc1ccc(CCN2CCCCC2)cc1	1.7	8%	1%	2%	0	0.0	5%	-2%

11 entries from above, arranged by SMILES length, largest number first.
SMILES	CCT modulator	EPAC1 agonist	WRN helicase inh	EPAC1 antag	PI5P4K alpha inh	IL2 activator	EPAC2 ag	PLK1 PBD inh
COC(=O)C1=C(c2ccc(F)cc2OCc2ccccc2)C[C@@H]2CC[C@H]1N2C(=O)NCCOc1ccc(OC)cc1	0.0	-8%	-11%	4%	9	-4.3	12%	3%
O=C1NCN(c2ccccc2)C12CCN(C(c1ccccc1OC(F)(F)F)c1nnnn1Cc1ccccc1)CC2 (stereo not drawn)	0.0	12%	-9%	17%	7	-0.8	-6%	-1%
COc1cc(OC)c([C@H]2C=C(C)[C@H]3C[C@@H]2C3(C)C)c(OC)c1	-1.1	-7%	-9%	-14%	55	-2.6	3%	-12%
O=C(CCn1nc(-c2ccc(Cl)cc2)ccc1=O)N1CCC2(CC1)OCCO2	0.7	-1%	0%	-2%	-5	0.2	-6%	0%
CN(C)C(=O)Oc1cccc(NC(=O)c2ccccc2C(F)(F)F)c1	-1.1	6%	7%	27%	1	0.5	11%	-18%
COC(=O)CSC1=NP(=S)(SCC(=O)OC)N2CCCC2=C1C#N (stereo not drawn)	0.8	-6%	7%[57.1 µM]	-21%	-11	-0.3	0%	-13%
Cc1ccnc(NC(=O)CCCc2ccc(N(CCCl)CCCl)cc2)n1	-0.9	8%	-32%	-10%	-2	0.3	6%	-11%
O=c1c2ccccc2nc(CN2CCCCCC2)n1-c1ccc(F)cc1	-1.0	2%	-8%	-7%	.	-1.8	16%	-21%
CC(C)c1ccc(N2C(=O)CC(=O)NC2=O)cc1	-2.0	7%	-7%	-25%	-13	-0.3	9%	-17%
CC(NCc1ccc(Cl)cc1Cl)C(O)c1ccccc1 (stereo not drawn)	-1.7	8%	-6%	-1%	.	-0.8	12%	-7%
COc1ccc(CN2CCNCC2)c(OC)c1OC	-1.5&-2.4	-14%&-23%	-2%&5%	-18%&3%	-3&0	0.3&-0.2	6%&2%	-1%&-8%
